Screening results (PubChem BioAssay)
BoNT A protease: blocks Botulinum neurotoxin A light chain protease | multiplex microsphere protease substrate cleavage, flow cytometry | inhibition, % at 10 µM | hit rate 0.17% among 360,000; note: plate controls were buffer without enzyme for full effect and enzyme alone for no effect
TcdB inh: inhibitors of Clostridioides difficile toxin B glycohydrolase | AID 652162 | P18177 | hit rate 0.24% among 350,000 | inhibition, % at 9.99 µM | TcdB glycohydrolase enzymatic assay, plate reader; in the data active = inhibition above about 10%
SSB-PriA inh: blocks PriA binding to SSB C-terminal tail; AlphaScreen SSBct-PriA binding, biotinylated peptide; inhibition, % at 33 µM; hit rate 0.6% among 430,000; AID 1272365; in the data active = inhibition mostly above about 37%, no sharp cut-off; inactive = mostly below about 20%;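 note: plate controls were negative control peptide for no effect and reference peptide for full effect; strong numbers were not always called active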
Anthrax LF prot: blocks Bacillus anthracis lethal factor protease; multiplex microsphere protease cleavage assay, LF; inhibition, % at 10 µM; hit rate 0.12% among 360,000; AID 588501; note: plate controls were buffer without enzyme for full effect and enzyme alone for no effect
Target sequence (P15917 whole entry, looked up): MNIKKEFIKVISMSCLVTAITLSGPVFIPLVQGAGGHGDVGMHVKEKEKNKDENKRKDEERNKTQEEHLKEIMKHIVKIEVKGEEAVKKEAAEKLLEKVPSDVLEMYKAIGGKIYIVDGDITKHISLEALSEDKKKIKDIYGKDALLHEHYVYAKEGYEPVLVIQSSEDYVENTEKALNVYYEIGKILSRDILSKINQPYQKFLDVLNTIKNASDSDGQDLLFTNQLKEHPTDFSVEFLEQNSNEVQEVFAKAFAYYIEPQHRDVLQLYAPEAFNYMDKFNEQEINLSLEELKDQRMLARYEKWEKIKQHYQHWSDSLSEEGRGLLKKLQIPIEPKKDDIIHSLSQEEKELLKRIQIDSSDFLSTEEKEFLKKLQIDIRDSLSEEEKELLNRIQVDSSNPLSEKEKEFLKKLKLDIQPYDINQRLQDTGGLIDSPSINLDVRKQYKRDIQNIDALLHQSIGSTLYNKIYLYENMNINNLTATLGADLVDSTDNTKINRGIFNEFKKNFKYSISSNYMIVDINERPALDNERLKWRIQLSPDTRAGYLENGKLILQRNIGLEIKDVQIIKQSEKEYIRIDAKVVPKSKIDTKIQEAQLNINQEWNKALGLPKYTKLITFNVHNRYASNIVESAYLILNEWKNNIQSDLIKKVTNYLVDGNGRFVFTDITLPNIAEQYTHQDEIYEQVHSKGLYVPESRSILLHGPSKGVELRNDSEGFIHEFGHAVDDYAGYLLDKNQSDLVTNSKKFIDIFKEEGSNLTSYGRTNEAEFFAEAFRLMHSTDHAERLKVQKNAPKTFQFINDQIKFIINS
PfHsp40 rescue: rescue of PfHsp40-mediated yeast toxicity | S. cerevisiae expressing PfHsp40, growth rescue, ATP luminescence | growth rescue, % at 12.5 µM | hit rate 0.68% among 340,000 | AID 504582; in the data active = growth rescue above about 28%, passing the limit was not always enough;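 note: yeast W303a lacking pdr1 and pdr3 grown in galactose medium; growth measured after three days at 30 °C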
PrPC TRFRET: cell surface PrPC inhibition, primary TR-FRET screen. P04156. inhibition, % at 13.8 µM. TR-FRET read-out. hit rate 0.43% among 370,000. AID 720596; in the data active = inhibition above about 24%; note: 0% = median of the test wells and 100% = reference compound wells
SARS 3CLpro inh: SARS-CoV 3CLpro protease inhibition. inhibition, % at 6 µM. AID 1706. recombinant SARS-CoV 3CLpro, quenched FRET peptide cleavage. hit rate 0.14% among 290,000; in the data active = inhibition above about 12%
Vc quorum ag: quorum light induction in luxS cqsA deficient V. cholerae; AID 588436; V. cholerae BH1578 lux reporter, luminescence, 6 h; activation, % at 18.7 µM; hit rate 0.16% among 350,000; in the data active = activation mostly above about 9.7%, no sharp cut-off; note: not every result past the cut was called active; inactives centre near 0; reference of the scale not given here
Y pestis TopoI: blocks Yersinia pestis topoisomerase I activity; hit rate 0.064% among 360,000; Y. pestis Topo-I cleavage product accumulation, plate reader; AID 504884; activity, % at 10 µM; in the data active = activity above about 50%, passing the limit was not always enough; note: inactives centre near 2
* marks the source's active call; other numbers are inactive results; i = inactive; . = no result given; & = joins results of further samples. Cut-off read from the data, not from the text of the source, unless noted: active = inhibition above about 30%; inconclusive = no clear call, values can overlap the other calls; inactive = below that. Not all compounds are listed; rates above refer to the full screens.

1	O=C(NCC1CCCO1)c1ccc(NC(=O)c2ccc(Br)cc2)cc1 (stereo unspecified)
2	CN1CC(=O)Nc2ccc(F)cc2C1=O
3	Cc1cccn2c(CNCC3OCCc4ccccc43)c(C(=O)N3CCCCC3)nc12 (stereo unspecified)
4	CCN(CC)CCN=Cc1c(O)n(C2CCCCCC2)c(=O)[nH]c1=O
5	CCCCN(C)Cc1c(C)[nH]c2ccccc2c1=O
6	CC(=O)Nc1sc(N/N=C\c2cccc(Cl)c2)nc1-c1cccs1
7	O=C(NCc1ccc(F)cc1Cl)C1CCN(S(=O)(=O)N2CCCCC2)CC1
8	CCCOc1ccc(C(F)(F)F)cc1NC(=O)C1CC(=O)N(Cc2ccco2)C1 (stereo unspecified)
Screen / compound no.	1	2	3	4	5	6	7	8
BoNT A protease	-0.6	0.6	-1.3	-0.2	-0.4	0.5	1.0	-0.1
TcdB inh	0.1	.	0.5	.	0.6	.	0.7	-5.6
SSB-PriA inh	-1.4	-19.4	2.3	-3.4	-4.7	10.0	2.2	5.0
Anthrax LF prot	1.6	-0.7	-2.3	-1.2	-3.6	-0.4	-1.6	4.2
PfHsp40 rescue	.	0.6	-0.6	-0.7	0.0	-1.3	0.7	0.2
PrPC TRFRET	-11.2	0.8	-9.1	11.2	-1.5	-3.5	7.8	-10.0
SARS 3CLpro inh	.	0.5	0.2	-3.8	-2.9	-0.3	-0.9	.
Vc quorum ag	i	-0.2	i	i	i	i	0.5	-0.4
Y pestis TopoI	-4.5	0.8	5.0	5.8	4.9	-1.7	6.7	9.1

9	CCOC(=O)Nc1cc(OC)cc2ccc(C)nc12
10	CC(C)(C)c1ccccc1OCC(=O)NCCCn1ccnc1
11	Cc1ccc(Cn2nnc3c(=O)[nH]c(C4CCCN(C(=O)c5ccco5)C4)nc32)cc1 (stereo unspecified)
12	O=C(NCCCN1CCOCC1)c1ccc(CS(=O)(=O)c2c(Cl)cccc2Cl)o1
13	CCC(=O)Nc1cccc(NC(=O)c2cccc([N+](=O)[O-])c2C)c1
14	COc1ccc2nc(SCC(N)=O)cc(C)c2c1
15	COC(=O)C1C2C=CC3(CN(c4cccc(C)c4)C(=O)C13)O2 (stereo unspecified)
16	O=C(Cc1ccccc1)n1nc(-c2ccco2)nc1SCc1ccccc1
Screen / compound no.	9	10	11	12	13	14	15	16
BoNT A protease	-0.5	-0.9	-0.2	0.0	-1.5	0.5	0.7	1.3
TcdB inh	1.4	0.6	-0.4	-0.9	0.7	.	.	.
SSB-PriA inh	.	-2.6	-12.3	-1.4	-5.9	1.0	-5.1	-4.7
Anthrax LF prot	-0.1	-1.7	-3.1	8.5	-0.8	1.0	7.4	-10.0
PfHsp40 rescue	.	-0.7	-0.5	-0.7	-0.9	-2.0	-1.0	-0.4
PrPC TRFRET	4.5	1.2	4.1	-9.1	-9.8	-8.5	2.2	2.8
SARS 3CLpro inh	.	-5.0	-1.1	2.8	1.7	-1.9	-0.2	1.7
Vc quorum ag	-0.3	-0.2	i	i	i	i	i	i
Y pestis TopoI	0.3	1.2	26.1	-1.1	1.8	-1.9	-0.3	0.6

17	O=C(NCCc1ccccc1)c1ccc(-c2cccnc2)c2ccoc12
18	O=C(N/N=C/c1cn[nH]c1-c1ccc(Cl)cc1)c1ccc([N+](=O)[O-])cc1
19	N#CCCN(Cc1ccccc1)S(=O)(=O)c1cccs1
20	CCCc1cc(=O)oc2cc(C)cc(OCC(=O)O)c12
21	COCCn1c(SCC(=O)NCc2ccc3c(c2)OCO3)nnc1C(C)C
22	CCOC(=O)C(C)n1cnc2c(oc3ccccc32)c1=O (stereo unspecified)
23	CCc1ccc(C(=O)Nc2cc(C)ccc2F)s1
24	CC(C)(C)C1c2[nH]c3ccccc3c2CCN1Cc1cccc(OCCO)c1 (stereo unspecified)
Screen / compound no.	17	18	19	20	21	22	23	24
BoNT A protease	-0.1	-0.4	-1.5	-0.6	0.1	-0.7	-0.6	-1.9
TcdB inh	0.4	0.6	2.7	.	-1.7	.	1.2	1.5
SSB-PriA inh	.	.	-7.7	-2.4	-15.3	-2.4	-9.4	2.6
Anthrax LF prot	2.5	-1.5	-11.4	-3.6	0.6	-14.3	-3.8	3.2
PfHsp40 rescue	.	-1.0	-2.4	1.2	-1.0	-1.1	2.8	0.1
PrPC TRFRET	-7.8	-7.1	0.8	-1.7	8.5	-5.7	-1.0	1.9
SARS 3CLpro inh	.	2.8	-1.4	-1.7	8.1	4.3	3.9	5.2
Vc quorum ag	-0.2	i	i	-0.1	0.4	i	i	-0.4
Y pestis TopoI	19.9	0.0	-3.5	-9.2	1.6	-0.3	2.5	-7.9

25	CN(C)CCNc1nc(S(=O)(=O)c2ccccc2)c(Cl)s1
26	Cc1ccccc1OCC(=O)Nc1cc(S(=O)(=O)N2CCCCC2)ccc1N1CCN(C)CC1
27	COc1ccc(CNC(=O)CCCn2nc(C)c3c(C)n(-c4ccc(C)cc4)nc3c2=O)cc1OC
28	O=S(=O)(c1ccc(Cl)cc1)N1CCC(N2CCOCC2)CC1
29	CSCCC(=O)N1CCC(n2nccc2NC(=O)CCc2ccccc2)CC1
30	CC1Cc2nc(SCC(=O)NC3CCCCC3)n(C)c(=O)c2S1 (stereo unspecified)
31	Cc1ccc(-c2noc(CCCC(=O)N3CCOCC3)n2)cc1
32	O=C(COC(=O)C1=COCCO1)Nc1ccc([N+](=O)[O-])cc1C(F)(F)F
Screen / compound no.	25	26	27	28	29	30	31	32
BoNT A protease	-0.2	-1.3	-0.2	2.7	-0.8	2.7	4.1	3.2
TcdB inh	0.4	-0.2	0.9	.	1.7	.	.	-0.1
SSB-PriA inh	-18.2&7.0	13.0	11.1	-25.3	-2.9	3.6	-20.4	-14.5
Anthrax LF prot	-0.4	-2.5	-0.8	-2.4	-1.2	2.9	-1.3	7.2
PfHsp40 rescue	0.0	-1.1	-0.8	5.5	0.4	-0.4	0.3	-1.6
PrPC TRFRET	-1.1	0.5	6.2	-4.3	-5.6	-3.7	5.6	-36.4
SARS 3CLpro inh	-0.2	3.0	0.9	4.0	2.6	-2.2	0.1	.
Vc quorum ag	-0.7	-0.7	-0.3	-0.6	-0.3	1.1	6.7	-5.7
Y pestis TopoI	-1.1	4.7	12.8	-10.3	4.1	-0.3	-6.7	5.3

Among those listed so far, these have an aryl methoxy group:
9	CCOC(=O)Nc1cc(OC)cc2ccc(C)nc12
14	COc1ccc2nc(SCC(N)=O)cc(C)c2c1
27	COc1ccc(CNC(=O)CCCn2nc(C)c3c(C)n(-c4ccc(C)cc4)nc3c2=O)cc1OC
Screen / compound no.	9	14	27
BoNT A protease	-0.5	0.5	-0.2
TcdB inh	1.4	.	0.9
SSB-PriA inh	.	1.0	11.1
Anthrax LF prot	-0.1	1.0	-0.8
PfHsp40 rescue	.	-2.0	-0.8
PrPC TRFRET	4.5	-8.5	6.2
SARS 3CLpro inh	.	-1.9	0.9
Vc quorum ag	-0.3	i	-0.3
Y pestis TopoI	0.3	-1.9	12.8

(further entries)
33	COc1ccc(Cl)cc1NC(=S)N1CCN(C(=O)C2CCCO2)CC1 (stereo unspecified)
34	CCOc1c(OC(C)=O)ccc(/C=C2\N=C(SCC)SC2=O)c1[N+](=O)[O-]
35	CCOC(=O)C1=CN(CC2CCCCC2)CCC1=O
36	CCN(Cc1ccc2c(c1)OCO2)C(=O)CSc1ncnc2sccc12
37	N=C(N)SCc1nc2ccccc2c(=O)n1-c1ccccc1Cl
38	Cc1nc2ncnn2c(C)c1Cc1c(Cl)cccc1Cl
39	S=C(NCc1ccco1)NCC1CCCO1 (stereo unspecified)
40	Cc1cc(=O)oc2cc(OC(C)C(=O)N3CCOCC3)c(Cl)cc12 (stereo unspecified)
Screen / compound no.	33	34	35	36	37	38	39	40
BoNT A protease	-0.3	0.3	0.0	-0.7	1.4	-0.1	-0.3	-0.4
TcdB inh	1.1	.	-0.2	-2.0	.	.	0.4	0.4
SSB-PriA inh	-10.8	-4.0	-0.7	-5.7	-17.0	-7.2	-6.5	.
Anthrax LF prot	-1.7	-4.2	-6.8	-7.7	1.5	0.4	3.4	-4.7
PfHsp40 rescue	-0.5	0.0	-0.4	0.1	1.8	10.6	-0.1	.
PrPC TRFRET	-1.9	-7.0	-1.6	10.8	1.7	4.7	9.7	-0.8
SARS 3CLpro inh	3.3	3.8	.	.	6.1	0.5	-2.0	.
Vc quorum ag	-0.4	-0.5	-0.9	-2.7	-0.2	94.0*	-0.9	i
Y pestis TopoI	-0.3	-13.4	-2.2	32.2	1.2	3.2	-5.3	0.8

41	O=[N+]([O-])c1cc(S(=O)(=O)N2CCCC2)ccc1NCCc1ccccc1
42	Cc1ccc(-c2ccc(OCC(=O)N3CCOCC3)cc2)cc1
43	CN1C(C(=O)NCc2ccc(OC(F)(F)F)cc2)CC2Cn3c(nc4ccccc43)C21 (stereo unspecified)
44	Nn1c(SCc2ccccc2)nnc1-c1ccccn1
45	FC(F)(F)c1ccc(CNCCc2c[nH]c3ccccc23)cc1
46	COc1ccccc1NC(=S)N1CCc2cc(OC)c(OC)cc2C1
47	COc1ccc(CCC(C)NCCc2ccc(Cl)cc2Cl)cc1 (stereo unspecified)
48	COc1ccc(/C=C/C(=O)c2cc(Br)ccc(=O)c2O)cc1
Screen / compound no.	41	42	43	44	45	46	47	48
BoNT A protease	0.2	-0.3	0.1	0.8	.	0.1	-4.8	28.1
TcdB inh	.	.	0.2	.	0.3	.	0.6	.
SSB-PriA inh	4.1	-8.0	2.5	44.8*	-3.2	-22.4	-6.9	-0.4
Anthrax LF prot	-1.4	0.2	-9.6	-2.1	.	-0.5	-12.9	21.7
PfHsp40 rescue	-0.6	-0.5	-0.4	0.9	-1.7	1.8	0.4	0.1
PrPC TRFRET	6.3	0.7	-12.3	-4.2	-3.8	-2.0	-5.7	.
SARS 3CLpro inh	2.9	-3.5	.	3.4	1.1	-0.2	3.3	1.4
Vc quorum ag	-0.2	.	i	.	-0.5	-0.3	0.6	-0.6
Y pestis TopoI	27.7	16.7	-4.1	8.6	-1.1	-0.5	17.9	-4.9

49	CCCC1=Nc2cc(C(=O)NCCN3CCCC3)ccc2Sc2ccccc21
50	Cc1cc2c(ncn2C)c(NS(=O)(=O)c2ccccc2Cl)c1C
51	Cc1ccc(S(=O)(=O)N2C[C@H]3C(=O)C[C@@H](c4cccc5ccccc45)N(S(=O)(=O)c4ccc(C)cc4)[C@H]3C[C@H]2c2ccc(Cl)cc2)cc1
52	CCOc1ccccc1NC(=O)CSc1cn[nH]n1
53	CCn1cc(CNC(=O)C2CCC(=O)N(C3CCCCCC3)C2)cn1 (stereo unspecified)
54	CCn1nccc1C(=O)Nc1cc(Cl)ccc1Cl
55	COc1ccc(Cl)cc1NS(=O)(=O)c1cccc(C(=O)NCC(C)(C)N2CCOCC2)c1
56	CCCN(CCC)C(=O)C[n+]1cccc(/C=N/O)c1
57	O=C(CSc1ccccc1)NC1CC1
58	O=C(COc1ccc2ccc(=O)oc2c1)NCC(O)c1ccccc1 (stereo unspecified)
59	O=C(O)COc1ccc(C(NC(=O)c2c(F)cccc2F)NC(=O)c2c(F)cccc2F)cc1
Screen / compound no.	49	50	51	52	53	54	55	56	57	58	59
BoNT A protease	-0.3	-1.1	0.0	-1.9	0.9	-0.3	-0.3	0.1	0.8	-1.1	0.0
TcdB inh	5.1	.	1.1	2.1	-1.0	.	1.3	.	-1.0	0.3	0.8
SSB-PriA inh	-12.6	10.2	.	3.7	-3.1	-35.8	-3.4	.	.	4.7	-4.7
Anthrax LF prot	0.5	-2.5	-7.1	-4.7	0.2	-2.2	-8.9	-0.7	-0.8	-0.3	-2.4
PfHsp40 rescue	13.3	6.3	.	-0.8	-1.1	1.1	-0.1	-0.3	.	-0.2	-1.9
PrPC TRFRET	-2.9	-1.7	-7.4	8.0	-0.4	2.2	-3.7	-1.7	1.3	-8.2	-0.6
SARS 3CLpro inh	-2.4	0.9	.	.	2.7	2.6	.	-7.8	.	-2.1	-4.1
Vc quorum ag	i	-2.1	-0.4	i	i	i	-0.3	i	i	-0.4	1.2
Y pestis TopoI	-15.7	1.8	6.1	-8.2	-2.3	0.5	-3.1	1.1	8.9	-0.2	3.3
